# Screening data from PubChem.
# Mtb BioA inh: M. tuberculosis BioA enzyme inhibitors, primary screen, biochemical, plate reader, single point, HTS; purified M. tuberculosis BioA enzyme; AID 602481, 2012; 7,8-diaminopelargonic acid synthase BioA (Mycobacterium tuberculosis); inhibition, % at 9.99 µM; actives 0.096% (n = 360,000); in the data active = inhibition above about 40%
# Starred values were filed as active, the others as inactive. Only part of the results is shown; count on the stated rates, not on these rows.
cpd	smiles	Mtb BioA inh
1	Cc1ccc(S(=O)(=O)Nc2ccc3c(c2)C(=O)N([C@@H](C)CO)C[C@H](C)[C@@H](CN(C)C(=O)Cc2ccccc2)OCCCC[C@@H](C)O3)cc1	0.8
2	C[C@@H]1CCCCO[C@H](CN(C)S(=O)(=O)c2ccc(F)cc2)[C@@H](C)CN([C@H](C)CO)C(=O)c2cc(NS(=O)(=O)c3ccccc3)ccc2O1	-3.0
3	CO[C@@H]1CN(C)C(=O)c2cc(NC(=O)C3CCOCC3)ccc2OC[C@H](C)NC[C@H]1C	-0.9
4	C[C@@H]1CN([C@H](C)CO)C(=O)Cc2cc(NC(=O)Nc3cccc4ccccc34)ccc2O[C@@H]1CN(C)C(=O)Nc1ccc2c(c1)OCO2	-0.7
5	C[C@H]1CN([C@@H](C)CO)S(=O)(=O)c2ccc(-c3cncnc3)cc2O[C@H]1CN(C)C(=O)C1CCCCC1	0.4
6	CCS(=O)(=O)NCC[C@H]1CC[C@H](NC(=O)C2CCOCC2)[C@H](CO)O1	-2.8
7	O=C(N[C@H]1CC[C@@H](CCNS(=O)(=O)Cc2ccccc2)O[C@H]1CO)c1ccccc1F	4.4
8	C[C@@H]1CN([C@@H](C)CO)S(=O)(=O)c2ccc(C#CC3CC3)cc2O[C@@H]1CN(C)C(=O)c1ccncc1	0.2
9	COc1cccc(NC(=O)N[C@H]2C=C[C@@H](CC(=O)Nc3ccccc3)O[C@H]2CO)c1	-0.8
10	C[C@@H]1CN([C@@H](C)CO)C(=O)c2cc(NC(=O)Nc3ccc(C(F)(F)F)cc3)ccc2O[C@H]1CN(C)S(=O)(=O)c1ccc(Cl)cc1	1.4

# (next part)
cpd	smiles	Mtb BioA inh
11	COCC(=O)N(C)C[C@@H]1Oc2ncc(C3=CCCC3)cc2C(=O)N([C@@H](C)CO)C[C@H]1C	1.1
12	C[C@H](CO)N1C[C@H](C)[C@@H](CN(C)CC2CCCCC2)Oc2ccc(NC(=O)C3CC3)cc2CC1=O	3.7
13	CCCNC(=O)N1[C@@H]2c3ccc(-c4cccc(OC)c4)c(=O)n3C[C@H]1[C@H](CO)[C@H]2C(=O)NCC	1.0
14	COc1cccc(C(=O)N2C[C@H]3[C@@H](c4ccccc42)[C@@H](CO)N3Cc2ccccc2Cl)c1	-1.9
15	O=C(NCC[C@@H]1CC[C@H](NS(=O)(=O)c2cccc(F)c2)[C@H](CO)O1)Nc1cc(F)ccc1F	2.9
16	Cc1noc(C)c1S(=O)(=O)N(C)C[C@H]1Oc2ccc(NC(=O)Nc3ccc4c(c3)OCO4)cc2CC(=O)N([C@@H](C)CO)C[C@@H]1C	0.3
17	C[C@@H]1CCCCO[C@@H](CN(C)Cc2ccc3c(c2)OCO3)[C@H](C)CN([C@H](C)CO)C(=O)c2cc(NC(=O)Nc3ccc(C(F)(F)F)cc3)ccc2O1	-0.7
18	COc1ccc(CN(C)C[C@@H]2Oc3ccc(NC(=O)C4CC4)cc3CC(=O)N([C@H](C)CO)C[C@@H]2C)cc1	-0.1
19	O=C(N[C@@H]1CC[C@@H](CCNC(=O)c2ccccc2F)O[C@H]1CO)c1ccc2c(c1)OCO2	-0.3
20	C[C@@H]1CN([C@H](C)CO)C(=O)c2cccc(NC(=O)C3CCOCC3)c2O[C@@H]1CN(C)C(=O)Nc1ccccc1	-1.2

# Following part:
cpd	smiles	Mtb BioA inh
21	CO[C@H]1CN(C)C(=O)c2ccc(NC(=O)Nc3ccccc3F)cc2OC[C@@H](C)N(C(C)=O)C[C@@H]1C	-0.9
22	Cc1ccccc1S(=O)(=O)N(C)C[C@@H]1OCc2ccccc2-c2ccccc2C(=O)N([C@H](C)CO)C[C@H]1C	3.6
23	CO[C@H](CN(C)S(=O)(=O)c1cccc(Cl)c1)[C@@H](C)CN(C(=O)Nc1ccccc1F)[C@@H](C)CO	2.1
24	CC=Cc1ccc2n(c1=O)C[C@@H]1[C@@H](CO)[C@H](C(=O)NCC(F)(F)F)[C@H]2N1C(C)=O (mixture of isomers)	1.1
25	Cc1ccc(S(=O)(=O)Nc2cccc3c2O[C@@H](CN(C)C(=O)Nc2ccccc2)[C@H](C)CN([C@@H](C)CO)C3=O)cc1	1.2
26	CCCNC(=O)N1[C@H](CO)[C@@H]2c3ccccc3N(C(=O)Nc3cccc(Cl)c3)C[C@@H]21	1.4
27	C[C@@H](NC(=O)C[C@H]1CC[C@@H]2[C@H](COC[C@@H](O)CN2Cc2cc(F)ccc2F)O1)c1ccccc1	-0.7
28	COc1ccc(S(=O)(=O)N[C@H]2CC[C@H](CC(=O)NCCc3ccncc3)O[C@@H]2CO)cc1	3.9
29	C[C@H]1CN([C@@H](C)CO)C(=O)c2cccc(NC(=O)Nc3ccc(C(F)(F)F)cc3)c2O[C@H]1CN(C)Cc1ccc(C(F)(F)F)cc1	-0.5
30	COc1cccc(S(=O)(=O)N2CCCCN3[C@H](C2)[C@H](c2ccc(C4=CCCCC4)cc2)[C@@H]3CO)c1	-0.8

# New compounds follow.
cpd	smiles	Mtb BioA inh
31	CNC(=O)C[C@@H]1CC[C@@H]2[C@H](COC[C@@H](O)CN2Cc2ccc(Cl)c(Cl)c2)O1	2.7
32	C[C@@H]1CN([C@H](C)CO)C(=O)Cc2cc(NC(=O)Cc3ccccc3)ccc2O[C@@H]1CN(C)C	3.0
33	Cc1ccc(S(=O)(=O)N(C)C[C@H]2OCCCC[C@H](C)Oc3ccc(NS(C)(=O)=O)cc3C(=O)N([C@@H](C)CO)C[C@@H]2C)cc1	-0.2
34	Cc1ccc(S(=O)(=O)Nc2ccc3c(c2)C(=O)N([C@@H](C)CO)C[C@H](C)[C@@H](CN(C)C(=O)Nc2cccc4ccccc24)OCCCC[C@@H](C)O3)cc1	-5.3
35	C[C@H]1CN([C@@H](C)CO)C(=O)c2cccc(NS(C)(=O)=O)c2O[C@@H]1CN(C)Cc1ccc(Oc2ccccc2)cc1	-0.1
36	CN1c2ccc(C#Cc3cccnc3)cc2[C@H]2[C@H](CCN2S(=O)(=O)c2cccc(F)c2)[C@H]1CO	0.4
37	COCC#Cc1ccc2c(c1)O[C@H](CN(C)C(C)=O)[C@@H](C)CN([C@@H](C)CO)S2(=O)=O	-0.9
38	O=C(C[C@H]1CC[C@@H]2[C@H](COC[C@@H](O)CN2C(=O)Nc2ccccc2)O1)NCCc1ccncc1	2.0
39	CCCN(C)C[C@@H]1Oc2cc(C#C[C@@H](C)O)ccc2S(=O)(=O)N([C@@H](C)CO)C[C@@H]1C	1.5
40	C[C@@H]1CN([C@@H](C)CO)C(=O)c2cc(NC(=O)Nc3cccc4ccccc34)ccc2O[C@H]1CN(C)S(=O)(=O)c1cn(C)cn1	1.0

# Next results
cpd	smiles	Mtb BioA inh
41	O=C(c1ccc2c(c1)OCO2)N1C[C@@H]2[C@H](c3ccccc31)[C@@H](CO)N2C(=O)CC1CC1	1.2
42	Cc1noc(C)c1NC(=O)Nc1ccc2c(c1)C(=O)N([C@H](C)CO)C[C@H](C)[C@H](CN(C)CC1CC1)OCCCC[C@@H](C)O2	-1.7
43	O=C(NCC[C@H]1CC[C@@H](NC(=O)c2cccnc2)[C@@H](CO)O1)Nc1ccc(C(F)(F)F)cc1	-0.4
44	COc1ccc(NC(=O)N(C)C[C@@H]2OCCCC[C@@H](C)Oc3ccc(NC(=O)Nc4ccc5c(c4)OCO5)cc3C(=O)N([C@H](C)CO)C[C@@H]2C)cc1	-0.7
45	O=C(NC1CCC1)[C@@H]1[C@@H](CO)[C@@H]2Cn3c(ccc(-c4ccccc4F)c3=O)[C@@H]2N1Cc1cocn1	0.3
46	C[C@H]1CN([C@@H](C)CO)C(=O)c2cc(/C=C/c3ccccc3)cnc2O[C@H]1CN(C)Cc1cncnc1	-2.7
47	CCCNC(=O)Nc1ccc2c(c1)OC[C@@H](C)N(Cc1ccccc1)C[C@H](C)[C@@H](OC)CN(C)C2=O	2.2
48	O=C(C[C@H]1C=C[C@H](NC(=O)Nc2cccc(F)c2)[C@H](CO)O1)NCC1CCCCC1	0.2
49	Cc1ccc(S(=O)(=O)N[C@H]2CC[C@H](CC(=O)NCCN3CCCCC3)O[C@@H]2CO)cc1	-1.2
50	CNC[C@H]1Oc2ccc(NS(=O)(=O)c3ccccc3)cc2CC(=O)N([C@H](C)CO)C[C@@H]1C	1.0

# The list goes on:
cpd	smiles	Mtb BioA inh
51	Cn1cnc(S(=O)(=O)N[C@@H]2C=C[C@@H](CC(=O)Nc3ccccc3)O[C@@H]2CO)c1	4.5
52	C[C@@H]1CN([C@H](C)CO)C(=O)c2cccc(NC(=O)c3ccncc3)c2O[C@@H]1CN(C)C(=O)NC1CCCCC1	1.1
53	C[C@H](CO)N1C[C@H](C)[C@H](CN(C)CC2CCCCC2)Oc2ccc(NS(=O)(=O)c3ccc(Cl)cc3)cc2C1=O	2.4
54	C[C@H](CO)N1C[C@H](C)[C@H](CN(C)Cc2ccc(F)cc2)Oc2ncc(-c3cccc(C(F)(F)F)c3)cc2C1=O	1.1
55	COc1cccc(S(=O)(=O)N[C@@H]2CC[C@@H](CCn3cc(-c4ccccn4)nn3)O[C@@H]2CO)c1	1.2
56	O=C(C[C@H]1CC[C@H]2[C@@H](COC[C@H](O)CN2Cc2ccc(F)cc2)O1)NCCc1ccccc1	-0.4
57	Cc1ccc(S(=O)(=O)N(C)C[C@@H]2Oc3ccc(N(C)C)cc3CC(=O)N([C@@H](C)CO)C[C@@H]2C)cc1	-2.4
58	CO[C@H]1CN(C)C(=O)c2cc(NS(=O)(=O)c3ccccc3)ccc2OC[C@@H](C)N(Cc2cccnc2)C[C@H]1C	-2.0
59	COCC(=O)N(C[C@H]1N[C@@H](CO)[C@@H]1c1ccc(C2=CCCC2)cc1)C(C)C	-4.2
60	CCNC(=O)[C@@H]1[C@@H](CO)[C@@H]2Cn3c(ccc(-c4cccc(F)c4)c3=O)[C@@H]2N1C(=O)Cc1cccnc1	9.4

# Structures listed so far that contain a Cl atom, in the order listed:
cpd	smiles	Mtb BioA inh
10	C[C@@H]1CN([C@@H](C)CO)C(=O)c2cc(NC(=O)Nc3ccc(C(F)(F)F)cc3)ccc2O[C@H]1CN(C)S(=O)(=O)c1ccc(Cl)cc1	1.4
14	COc1cccc(C(=O)N2C[C@H]3[C@@H](c4ccccc42)[C@@H](CO)N3Cc2ccccc2Cl)c1	-1.9
23	CO[C@H](CN(C)S(=O)(=O)c1cccc(Cl)c1)[C@@H](C)CN(C(=O)Nc1ccccc1F)[C@@H](C)CO	2.1
26	CCCNC(=O)N1[C@H](CO)[C@@H]2c3ccccc3N(C(=O)Nc3cccc(Cl)c3)C[C@@H]21	1.4
31	CNC(=O)C[C@@H]1CC[C@@H]2[C@H](COC[C@@H](O)CN2Cc2ccc(Cl)c(Cl)c2)O1	2.7
53	C[C@H](CO)N1C[C@H](C)[C@H](CN(C)CC2CCCCC2)Oc2ccc(NS(=O)(=O)c3ccc(Cl)cc3)cc2C1=O	2.4

# Other structures
cpd	smiles	Mtb BioA inh
61	C[C@H](CO)N1C[C@H](C)[C@H](CN(C)C(=O)Nc2ccc3c(c2)OCO3)Oc2ccc(NC(=O)Nc3ccc(C(F)(F)F)cc3)cc2CC1=O	-6.7
62	COc1ccccc1NC(=O)N1CCCCN2[C@H](CO)[C@H](c3ccc(-c4cccc(F)c4)cc3)[C@H]2C1	-0.4
63	C[C@@H]1CN([C@H](C)CO)C(=O)c2cccc(NC(=O)Nc3ccc4c(c3)OCO4)c2O[C@H]1CN(C)S(C)(=O)=O	-4.5
64	C[C@H](CO)N1C[C@H](C)[C@H](CN(C)S(=O)(=O)c2cccc(F)c2)Oc2ncc(-c3cc4ccccc4o3)cc2C1=O	-1.5
65	C[C@@H]1CN([C@@H](C)CO)C(=O)c2cc(NC(=O)CCC(F)(F)F)ccc2O[C@H]1CN(C)Cc1ccncc1	-0.9
66	Cc1ccc(S(=O)(=O)Nc2ccc3c(c2)C(=O)N([C@H](C)CO)C[C@@H](C)[C@H](CN(C)C(=O)C2CCCCC2)OCCCC[C@H](C)O3)cc1	0.9
67	C/C=C/c1ccc([C@@H]2[C@H](CO)N3CCCCN(C(=O)CN(C)C)C[C@@H]23)cc1	-1.0
68	CCCN(C)C[C@H]1OCCCC[C@@H](C)Oc2ccc(NC(=O)Nc3ccccc3)cc2C(=O)N([C@H](C)CO)C[C@@H]1C	-1.4
69	C[C@@H]1CN([C@@H](C)CO)C(=O)c2cccc(N(C)C)c2O[C@@H]1CN(C)Cc1ccncc1	-4.2
70	CNC[C@@H]1Oc2ncc(-c3cccc(C(F)(F)F)c3)cc2C(=O)N([C@H](C)CO)C[C@@H]1C	-2.5

# Reprinted from the part before: two entries, followed by the next part.
cpd	smiles	Mtb BioA inh
69	C[C@@H]1CN([C@@H](C)CO)C(=O)c2cccc(N(C)C)c2O[C@@H]1CN(C)Cc1ccncc1	-4.2
70	CNC[C@@H]1Oc2ncc(-c3cccc(C(F)(F)F)c3)cc2C(=O)N([C@H](C)CO)C[C@@H]1C	-2.5
71	CCCNC(=O)[C@@H]1[C@@H](CO)[C@@H]2Cn3c(ccc(-c4ccccc4)c3=O)[C@H]1N2Cc1ccccc1F	-0.7
72	COc1ccc(S(=O)(=O)N(C)C[C@@H]2OCCCC[C@@H](C)Oc3ccc(NS(C)(=O)=O)cc3C(=O)N([C@@H](C)CO)C[C@H]2C)cc1	-1.3
73	C[C@@H]1CCCCO[C@H](CN(C)CC2CCCCC2)[C@@H](C)CN([C@H](C)CO)C(=O)c2cc(NC(=O)c3ccncc3)ccc2O1	0.4
74	C[C@@H]1CN([C@@H](C)CO)C(=O)c2cc(NC(=O)Nc3cccc4ccccc34)ccc2O[C@@H](C)CCCCO[C@H]1CN(C)C(=O)C1CCCCC1	-3.0
75	COCC(=O)N[C@@H]1C=C[C@H](CC(=O)NCc2ccc(Cl)cc2)O[C@@H]1CO	-0.3
76	C[C@H]1CN([C@@H](C)CO)C(=O)c2cccc(NC(=O)C3CCCCC3)c2O[C@H]1CN(C)Cc1ccc(Cl)c(Cl)c1	-1.7
77	O=C(C[C@H]1CC[C@H]2[C@@H](COC[C@@H](O)CN2CC2CC2)O1)NCc1ccc(Cl)cc1	-2.2
78	CCC(=O)N1[C@@H]2CN(C(=O)Nc3ccccc3Cl)c3ccccc3[C@@H]2[C@@H]1CO	-1.2
79	COCC(=O)Nc1ccc2c(c1)[C@@H]1C[C@@H](CC(=O)NCc3ccc4c(c3)OCO4)O[C@@H](CO)[C@@H]1O2	-1.6
80	CCNC(=O)C[C@H]1CC[C@H]2[C@@H](COc3ccc(NC(=O)c4ccc(F)c(F)c4)cc3C(=O)N2C)O1	2.4
